OPRM1-OPRD1 inv: mu-delta opioid heterodimer inverse agonism; P35372+P41143; cell-based MOR-DOR heterodimer luminescence; inhibition, % at 9.3 µM; 340,000 compounds, 0.21% hits; AID 504357; in the data active = inhibition above about 22%, passing the limit was not always enough;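 also: 0% = cells with DMSO and 100% = wells without cells with DMSO; values of inactives mirror those of a sister screen read the other way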
PKA-R1A act: PKA-R1A complex activation. PKA-R1A dissociation, Cy5-IP20 fluorescence polarization; scaled: DMSO 0%, 113 µM cGMP 100%. activation, % at 11.4 µM. 340,000 compounds, 0.083% hits;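 active = percent activation above the mean of all tested compounds plus 3 SD, cut at about 19% in these data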;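 also: higher means more PKAc released from R1A so a rise in polarization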
PKA-R2B activ: activators of human PKA-R2B complex; 340,000 compounds, 0.079% hits; P22694+P31323; activation, % at 11.4 µM; PKA-R2B holoenzyme dissociation, Cy5-IP20 fluorescence polarization; R2B truncated from residue 108, S112A mutant; 0% DMSO only, 100% 113 µM cGMP;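 active = activation above a cutoff set at the mean over all compounds plus 3 SD, cut at about 18% in these data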;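 also: higher means more holoenzyme dissociation and a rise in polarization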
HTR5A ag ctr: activates human HTR5A in OPRM1-OPRD1 agonist counter-screen; AID 504692; 340,000 compounds, 0.61% hits; activation, % at 9.3 µM; HTR5A agonist assay, luminescence, cell-based; in the data active = activation mostly above about 9.5%, no sharp cut-off; inactive = mostly below about 7.6%;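 also: 0% = cells with vehicle only and 100% = reference agonist; strong numbers were not always called active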
MOR-DOR ag: agonists of human mu-delta opioid receptor heterodimerization; P35372+P41143; cells, OPRM1-OPRD1 heterodimerization, luminescence; activation, % at 9.3 µM; 340,000 compounds, 0.3% hits; in the data active = activation above about 18%;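 also: 0% = vehicle-treated cells and 100% = reference agonist; values of inactives mirror those of a sister screen read the other way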
V-ATPase pH: alters yeast V-ATPase proton transport | S. cerevisiae, pHLuorin cytosolic pH fluorescence | response, % at 10 µM | 350,000 compounds, 0.37% hits; in the data active = response mostly above about 7.3%, no sharp cut-off; inactive = mostly below about 5.4%; also: actives read high; inactives centre near 0; some compounds called inactive have numbers as strong as hits; reference of the scale not given here
DAGLB inh: diacylglycerol lipase beta (human) inhibition. HEK293T DAGLB membrane lysate, EnzChek fluorogenic substrate. 340,000 compounds, 0.059% hits. inhibition, % at 5.17 µM; in the data active = inhibition above about 34%;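 also: 0% = enzyme with vehicle and 100% = wells lacking enzyme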
Arrestin-AP2 inh: inhibitors of human beta-arrestin and AP2 interaction; FITC-arrestin peptide / GST-AP2 beads, flow cytometry; AP2 beta2 appendage carries R879A mutation; inhibition, % at 10 µM; 340,000 compounds, 0.31% hits; AID 504490;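 active = inhibition above a set limit, near 3 SD of compounds lacking own fluorescence, cut at about 54% in these data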;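 also: plate controls were DMSO wells for no effect and 5 µM unlabelled arrestin peptide for full effect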
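System: GST-AP2 R879A glutathione beads; medium: PBS, Tween 20 0.05%, BSA 0.1%; reagent: fluorescein-tagged arrestin peptide at 50 nM final; schedule: pre-incubation 12 min, peptide binding 1 h, room temperature; detection: flow cytometry, FL1 (488/535 nm); read-out: inhibition as reduced fluorescein signal on beads, percent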
HTR5A inv ag: HTR5A inverse agonism, opioid heterodimer counter-screen; inhibition, % at 9.3 µM; P47898; HTR5A cell line, luminescence; 340,000 compounds, 0.083% hits; in the data active = inhibition mostly above about 23%, no sharp cut-off; inactive = mostly below about 18%;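 also: 0% = cells with DMSO and 100% = no-cell wells with DMSO; some compounds called inactive have numbers as strong as hits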
DSG3 Ab inh: human desmoglein-3 autoantibody binding inhibition | P32926 | DSG3-coupled beads, scFv-anti-DSG3-GFP binding, flow cytometry; stronger effect = lower value | binding (percent of control), % at 10 µM | 310,000 compounds, 0.48% hits | AID 588358;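 active = binding more than 3 SD below its plate's average and above zero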;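 also: hits lower antibody fragment binding to DSG3; some compounds called inactive have numbers as strong as hits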
Target sequence (P32926 whole entry, looked up, the tested form may be a part): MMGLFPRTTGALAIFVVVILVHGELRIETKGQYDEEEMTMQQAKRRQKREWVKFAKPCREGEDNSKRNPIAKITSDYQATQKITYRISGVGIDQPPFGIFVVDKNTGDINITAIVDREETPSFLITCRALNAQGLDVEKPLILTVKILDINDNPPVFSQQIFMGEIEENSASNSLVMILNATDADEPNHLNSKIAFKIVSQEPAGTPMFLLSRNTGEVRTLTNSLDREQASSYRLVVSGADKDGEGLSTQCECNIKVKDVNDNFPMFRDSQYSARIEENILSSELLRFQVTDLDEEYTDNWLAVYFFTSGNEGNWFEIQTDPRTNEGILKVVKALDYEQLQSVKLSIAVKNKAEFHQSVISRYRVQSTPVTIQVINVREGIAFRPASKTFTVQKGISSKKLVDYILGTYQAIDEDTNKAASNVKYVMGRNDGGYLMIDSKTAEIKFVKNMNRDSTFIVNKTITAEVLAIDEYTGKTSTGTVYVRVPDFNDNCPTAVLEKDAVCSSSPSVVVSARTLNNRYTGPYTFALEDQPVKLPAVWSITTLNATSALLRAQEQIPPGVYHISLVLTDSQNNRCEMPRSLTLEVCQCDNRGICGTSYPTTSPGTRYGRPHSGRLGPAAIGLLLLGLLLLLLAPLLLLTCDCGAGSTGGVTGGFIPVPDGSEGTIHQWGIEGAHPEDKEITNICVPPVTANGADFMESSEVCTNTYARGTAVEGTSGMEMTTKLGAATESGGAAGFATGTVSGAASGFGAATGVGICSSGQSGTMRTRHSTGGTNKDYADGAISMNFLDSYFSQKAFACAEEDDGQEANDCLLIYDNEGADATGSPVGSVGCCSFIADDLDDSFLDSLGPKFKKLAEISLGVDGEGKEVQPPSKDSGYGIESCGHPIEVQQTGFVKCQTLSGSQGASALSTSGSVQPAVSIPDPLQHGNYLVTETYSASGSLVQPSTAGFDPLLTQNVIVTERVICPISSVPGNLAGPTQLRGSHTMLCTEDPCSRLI
* hit, by the source's call; x = no result given.

compound	OPRM1-OPRD1 inv	PKA-R1A act	PKA-R2B activ	HTR5A ag ctr	MOR-DOR ag	V-ATPase pH	DAGLB inh	Arrestin-AP2 inh	HTR5A inv ag	DSG3 Ab inh
O=C(COC(=O)c1cccnc1)Nc1cccc(Cl)c1	-2	1	11	1	0.4	-8	-2	11	-8	97
O=Cc1ccccc1-n1cccn1	0	-4	-2	-2	0.0	-1	0	12	-2	124
COC(=O)/C(=C\c1ccc2c(c1)c1ccccc1n2C)NC(=O)c1ccccc1	-2	-17	-12	-3	0.3	1	0	3	6	101
Cc1ccc(NC(=O)CSc2nnc(Cc3ccccc3)o2)c(C)c1	11	1	4	-6	-2.4	-1	2	x	-24	103
Cc1cc(NC(=O)c2cc(-c3cccc(Cl)c3)on2)no1	8	15	2	2	-1.7	0	-3	-4	-8	101
CCCNS(=O)(=O)c1ccc(N2CCCC2=O)c([N+](=O)[O-])c1	-8	2	-1	7	1.2	-2	0	8	-4	82
CCOC(=O)/C=C/[C@H]1CCc2cccc(C)c2O1	-30	8	8	0	5.5	-5	-9	-4	-42	98
Cc1ccc(C(=O)NCc2ccncc2)cc1S(=O)(=O)N1CCCCC1	20	4	5	3	-3.8	1	2	-2	19	x
O=C(Nc1ccc2c(c1)OCO2)N1CCN(C(=O)C2CCCO2)CC1 (configuration not stated)	5	5	-6	4	-1.0	3	-1	23	2	103
CC1CCc2nc3ccc(S(=O)(=O)N4CCC(C(=O)NC(C)c5ccccc5)CC4)cc3c(C(=O)O)c2C1 (configuration not stated)	14	-5	-4	-1	-2.8	0	5	13	6	99
NC(=O)c1c(NC(=S)Nc2ccc(F)cc2)sc2c1CCCC2	10	-7	9	-1	-2.2	-2	-2	-3	3	97
COc1ccccc1NS(=O)(=O)c1ccc(C)c(NC(=O)c2c(C)noc2C)c1	11	-6	-3	1	-2.8	-2	0	3	7	98
COc1ccc(NC(=O)C(NC(=O)c2ccccc2)C(C)C)cc1 (configuration not stated)	-1	8	9	-5	0.3	3	-1	-3	0	x
CN(C(=O)CCN1C(=O)c2ccccc2C1=O)c1ccccc1	-1	-7	10	0	0.2	-1	1	-7	8	108
O=C(NCCN=C1NS(=O)(=O)c2ccccc21)c1ccco1	5	-5	-17	5	-0.9	-5	-1	0	-12	103
CCn1cc(/C=N\NC(=O)c2ccccc2Cl)cn1	8	-15	4	0	-1.2	0	-1	-12	9	103
COc1ccc(C(CNC(=O)C(C)(C)Oc2ccc(Cl)cc2)N2CCCCC2)cc1 (configuration not stated)	1	-9	-10	-1	-0.3	0	-4	32	-8	x
COc1cc(C(=O)OCc2cc3ccccc3[nH]c2=O)cc(OC)c1OC	7	-6	-3	4	-1.3	0	1	3	-2	99
CC(=O)Nc1cccc(OCC(=O)NS(=O)(=O)c2ccc(C)cc2)c1	0	-1	0	0	0.0	1	-1	7	-8	105
Cc1ccc(Cn2c(=O)n(Cc3ccco3)c(=O)c3ccccc32)cc1	-5	-3	5	2	1.3	0	6	-1	-5	x
CCc1ccc(/C=C2\Oc3c(ccc(O)c3CN3CCN(C)CC3)C2=O)cc1	-2	8	1	-1	0.4	4	-3	8	4	100
CSc1nc(-c2ccco2)nn1C(=O)c1ccc(C)cc1	0	-2	-3	3	0.1	0	3	9	-7	105
OCC[C@@H]1C[C@@H](O)[C@H](O)[C@]2(CCCCO2)O1	4	2	-6	8	-0.7	-3	-4	0	-22	99
OC(c1ccc(OCc2ccccc2)cc1)c1nnc(-c2ccccc2)o1 (configuration not stated)	-49	-3	-3	6	8.7	-1	-3	-2	-16	102
COc1cccc(CN(C(=O)COc2ccc(Cl)cc2)C2CCS(=O)(=O)C2)c1 (configuration not stated)	10	0	-1	-6	-2.0	-1	2	14	-2	100
Cc1noc(NS(=O)(=O)c2ccc(NC(=O)c3ccccc3NS(=O)(=O)c3ccc(F)c(F)c3)cc2)c1C	11	-8	5	1	-2.7	3	21	-5	5	111
CCCCN1C(=O)C(=O)N(CC(=O)c2ccc[nH]2)C1=O	-1	-1	-7	9	0.1	0	3	-3	-24	105
O=C(COC(=O)C1COc2ccccc2O1)Nc1cccc(S(=O)(=O)N2CCCCC2)c1 (configuration not stated)	8	4	2	-4	-1.7	-3	-4	35	10	112
COc1cc(S(=O)(=O)NCCN2CCOCC2)c(OC)cc1Cl	7	-2	-5	0	-1.2	2	0	-5	0	101
CCOC(=O)c1cnc2ccc(F)cc2c1Nc1ccc2c(c1)OCCO2	-1	7	15	-4	0.1	-1	-14	7	14	99
OC1(c2ccc(Cl)c(Cl)c2)C[n+]2ccccc2N1Cc1ccccc1 (configuration not stated)	1	-2	-2	2	-0.1	0	2	-13	14	105
COc1ccccc1NC(=O)N(Cc1ccco1)Cc1cc2ccc(C)c(C)c2[nH]c1=O	8	3	-9	-3	-1.4	1	-4	1	10	102
COCCn1c(SCC(=O)NCCc2ccccc2)nnc1-c1ccco1	2	-6	-8	0	-0.4	-1	1	10	-18	105
O=C(O)c1ccc(NN=CC2=C(N3CCOCC3)/C(=C/c3ccccc3)CC2)cc1	4	-1	-2	1	-0.9	7	8	3	-3	109
Cc1cccn2c(=O)c(/C=N/O)c(NCc3ccccc3)nc12	8	2	-7	2	-1.6	-1	-4	-9	30	x
Cc1cc(C(=O)NCC(=O)OC(C)C(=O)N2CCOCC2)ccc1[N+](=O)[O-] (configuration not stated)	18	-6	0	1	-4.7	-1	-6	6	8	101
COc1ccc(NC(=S)N(Cc2cccnc2)Cc2cc3cc(OC)c(OC)cc3[nH]c2=O)cc1	-2	4	0	1	0.4	4	0	-6	19	100
O=C(c1ccc(NC(=S)Nc2ccc(Cl)c(Cl)c2)cc1)N1CCCC1	6	2	-2	5	-1.0	-3	1	-7	5	99
CC1CCCCN1C(=O)CCC(=O)Nc1nnc(C(F)(F)F)s1 (configuration not stated)	5	0	0	-3	-1.0	3	-1	-3	11	108
O=C(COC(=O)c1ccccc1Cl)Nc1nccs1	8	-8	-10	1	-1.4	-4	-3	-3	-1	101
COC(=O)c1c(C)nc(C)c(C(=O)OC)c1-c1ccc(OC)cc1	10	3	4	-3	-2.0	-2	-2	49	8	x
Cc1nc(C)c(C(=O)Nc2ccc(C)c(F)c2)o1	-8	-5	-4	0	1.6	-3	-4	9	-4	x
C=CCn1c(COc2ccccc2F)nnc1SCC(=O)Nc1cc(C)on1	7	-11	1	2	-1.1	1	-1	3	-7	90
CCOC(=O)C(=O)NC12CC3CC(CC(C3)C1)C2	12	4	5	-5	-1.8	1	-3	16	25	98
CCOC(=O)C1=C(c2ccccc2)OC(N)=C(C#N)C1c1ccco1 (configuration not stated)	0	-4	7	8	0.1	0	-4	1	-21	102
COc1ccccc1C(=O)NCCCNC(=O)c1cnccn1	8	4	9	-4	-1.3	-5	-4	7	8	117
CN1NC(=O)CC1c1ccccc1 (configuration not stated)	15	-9	-7	1	-3.0	2	0	-9	-4	124
C[C@@H]1CN([C@H](C)CO)C(=O)CCCn2cc(nn2)CO[C@H]1CN(C)C(=O)Nc1cccc(C(F)(F)F)c1	x	9	-3	x	x	1	2	x	x	x
CCN1CCCC(NC(=O)c2scc3c2CCCC3)C1 (configuration not stated)	-1	3	-2	9	0.2	-3	-4	1	-26	102
COc1ccc(C2(C(=O)NCc3ccco3)CCCC2)cc1OC	13	-12	-7	3	-2.2	4	0	-5	5	109

(next part)
compound	OPRM1-OPRD1 inv	PKA-R1A act	PKA-R2B activ	HTR5A ag ctr	MOR-DOR ag	V-ATPase pH	DAGLB inh	Arrestin-AP2 inh	HTR5A inv ag	DSG3 Ab inh
COC(=O)c1ccc(NC(=S)N2CCN(Cc3ccccc3Cl)CC2)cc1	-10	-6	3	-2	2.2	2	0	2	4	102
O=C(CC(c1ccco1)S(=O)(=O)c1ccccc1)c1ccccc1 (configuration not stated)	-21	-5	-7	-3	3.8	1	0	4	1	97
FC(F)(F)c1ccc(-n2cnc3ccccc32)nc1	-4	-6	-5	0	0.9	4	-2	14	-2	103
Cc1onc(C(=O)NN)c1-c1csc(COc2ccc(Cl)cc2)n1	0	-16	-4	-3	-0.1	3	-11	32	-14	x
O=C(Nc1ccc(Cl)cc1)C1CCCC1	-5	-6	-2	-1	1.0	0	-8	-15	4	95
CC(NC(=O)c1ccco1)c1nc(-c2ccccc2Cl)no1 (configuration not stated)	6	1	9	0	-0.8	1	2	37	-1	x
Cc1nn(Cc2ccc([N+](=O)[O-])cc2)c(=O)n1-c1ccccc1Cl	0	6	-11	3	0.0	1	2	-3	-8	107
Cc1ccc2c(c1)c(C)c(C)n2CC(O)CN1CCOCC1 (configuration not stated)	6	-10	0	4	-0.9	0	1	-7	-6	116
CCOC(=O)CN(C(=O)CSc1nnc(CNc2ccc(F)cc2)n1CC)c1ccc(F)cc1	-12	-3	8	5	2.2	-6	0	8	-8	71

Bioassay records deposited in PubChem by several laboratories.
